Assay outcomes from PubChem.
D3 antag – antagonists of human D3 dopamine receptor. P35462. D3R cells, DiscoveRx beta-arrestin luminescence, antagonist mode; active compounds read low. max response, negative = inhibition, %. 360,000 compounds, 2.5% hits. AID 652054; in the data active = max response below about -50%; inconclusive = no clear call, values can overlap the other calls; also: % is scaled to controls: 0 for no effect and ±100 for the full control effect; mostly tested at two doses, the higher about 12 µM
Target sequence (P35462 whole entry, looked up): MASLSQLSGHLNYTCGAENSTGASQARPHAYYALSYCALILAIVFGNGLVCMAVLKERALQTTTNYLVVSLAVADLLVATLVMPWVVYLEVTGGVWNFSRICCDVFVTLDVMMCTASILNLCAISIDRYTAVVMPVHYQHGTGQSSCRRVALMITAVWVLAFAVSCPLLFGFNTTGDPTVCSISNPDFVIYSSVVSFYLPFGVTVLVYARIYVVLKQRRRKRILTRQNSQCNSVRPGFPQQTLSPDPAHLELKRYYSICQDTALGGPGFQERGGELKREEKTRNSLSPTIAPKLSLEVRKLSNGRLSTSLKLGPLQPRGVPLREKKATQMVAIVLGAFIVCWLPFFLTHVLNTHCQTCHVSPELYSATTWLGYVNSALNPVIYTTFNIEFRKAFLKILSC
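Cells plated overnight at 1500 cells/well, then exposed to library compounds with dopamine controls for 90 minutes at 37 degrees C. DiscoveRx reagent added for 30–60 minutes at room temperature; luminescence read, quantitative HTS format.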
Mm-Cpn inhibitor – inhibitors of Methanococcus maripaludis chaperonin (MmCpn). purified Mm-Cpn ATPase, ADP Transcreener TR-FRET. Potency, µM (highest dose often 76.9 µM), without a hit: at the top dose activity, negative = inhibition, usual class: inhibitors. 330,000 compounds, 0.031% hits. AID 504842; also: potency is read from the fitted curve at half-maximal effect; % is scaled to controls: 0 for no effect and ±100 for the full control effect; nearly all actives have a fitted effect of over 80% in size
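Reaction buffer contained 30 mM Tris pH 7.4, 100 mM KCl, 5 mM MgCl2 and 1 mM DTT. Mm-CPN (25 nM final) hydrolysed 10 uM ATP over 30 min at 37°C; ADP was read by HTRF.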
D3 ag – agonists of human D3 dopamine receptor; P35462; D3R DiscoveRx beta-arrestin cells, luminescence, 90 min; max activation, %; 410,000 compounds, 0.58% hits; in the data active = max activation above about 30%; also: 0% is about no effect; mostly tested at two doses, the higher about 12 µM
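Agonist-mode cell screen: cells plated at 1500/well and incubated overnight at 37 °C, then exposed to library compounds for 90 min at 37 °C. Detection reagent was added for 30–60 min at room temperature, and luminescence was read.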
pAkt inh – blocks phosphorylation of Akt | activity change, % for hits at 50 µM | Neuro2A IGF-stimulated pAkt S473 HTRF, 20 min; active compounds read low | 360,000 compounds, 0.32% hits; in the data active = activity change below about -80%; inconclusive = mostly about -51% to -80%; also: % is scaled to controls: 0 for no effect and ±100 for the full control effect
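Single-point screen (50 µM final compound) in Neuro2A cells stimulated 20 min with 6 nM IGF at 37 deg C. After lysis, Ser473-phosphorylated Akt read by HTRF (ex 330 nm, em 615/665 nm) as the 665/615 ratio.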
EPAC2 agonist – agonists of human EPAC2 (RAPGEF4) | Q8WZA2 | EPAC2 activation, biochemical qHTS; response scale: 100% = 6.5 mM cAMP response | Potency, µM (doses to about 154 µM), for inactives: at the highest dose activation, usual class: activators | 360,000 compounds, 0.079% hits; also: potency is read from the fitted curve at half-maximal effect; nearly all actives have a fitted effect of over 50% in size
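Setup: EPAC2 100 nM, labeled Rap1B complex 250 nM, free GDP 50 uM. Compound titrations pinned in, brief spin, 5 min room temperature incubation. Kinetic fluorescence read over 30 min, normalized to 6.5 mM cAMP.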
PTHR1 agonist – PTHR1 (human) receptor agonism | Q03431 | HEK293 GP2 PTHR1 cells, GloSensor cAMP luminescence, 1 h | Potency, µM (highest dose often 115 µM), for inactives: at the highest dose activation, hits mostly activators | 410,000 compounds, 0.075% hits; also: potency is read from the fitted curve at half-maximal effect; nearly all actives have a fitted effect of over 55% in size; some results filed as inactive show a strong effect at the top dose; inactives centre near -15; many of its hits are not listed in these tables
Target sequence (Q03431 whole entry, looked up): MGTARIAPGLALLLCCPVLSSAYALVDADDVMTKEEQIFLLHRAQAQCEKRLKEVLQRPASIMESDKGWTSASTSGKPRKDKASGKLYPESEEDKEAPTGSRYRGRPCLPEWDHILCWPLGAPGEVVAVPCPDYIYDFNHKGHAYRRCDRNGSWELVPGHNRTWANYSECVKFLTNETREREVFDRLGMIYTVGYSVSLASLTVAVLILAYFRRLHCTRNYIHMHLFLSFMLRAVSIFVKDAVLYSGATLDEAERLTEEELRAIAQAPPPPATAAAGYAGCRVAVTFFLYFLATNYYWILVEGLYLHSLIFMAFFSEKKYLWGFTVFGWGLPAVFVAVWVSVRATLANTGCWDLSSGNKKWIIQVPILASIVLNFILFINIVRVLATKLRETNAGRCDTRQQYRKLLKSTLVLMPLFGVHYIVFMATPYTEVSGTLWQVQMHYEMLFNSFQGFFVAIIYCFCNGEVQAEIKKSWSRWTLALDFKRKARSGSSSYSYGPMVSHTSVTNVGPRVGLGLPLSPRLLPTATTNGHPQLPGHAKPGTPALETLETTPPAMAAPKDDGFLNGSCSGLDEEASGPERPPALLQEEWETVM
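HEK-293-derived GP2 cells expressing PTHR1 and a GloSensor cAMP reporter, 3,000/well, plated overnight, given luciferin plus IBMX (each 0.5 mM as added) for 1 h at 37 °C, then compound for 1 h at 37 °C. Luminescence was read after 15 min at room temperature.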
CCT chaperon mod – changes cytosolic chaperonin activity. purified chaperonin ATPase assay, HTRF ADP detection, 30 min. activity change, % (no concentration beside the values), hits read low. 360,000 compounds, 0.3% hits. AID 651819; in the data active = activity change below about -30%; also: % is scaled to controls: 0 for no effect and ±100 for the full control effect
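Enzyme 40 or 20 nM (batch-dependent) in Tris pH 7.4/KCl/MgCl2/DTT; cpd 76 uM single point; ATP 10 uM; 30 min 37 °C; Transcreener ADP HTRF detection, 30 min RT; ratio 665/615.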
EPAC2 antagonist – blocks human EPAC2 exchange factor | Q8WZA2 | AID 720708 | Potency, µM (doses to about 114 µM), without a hit: at the top dose activity, negative = inhibition, actives largely listed as inhibitors | EPAC2 GEF exchange of Rap1B-BODIPY-GDP, fluorescence | 360,000 compounds, 0.18% hits; also: potency is read from the fitted curve at half-maximal effect; % is scaled to controls: 0 for no effect and ±100 for the full control effect; nearly all actives have a fitted effect of over 45% in size; many of its hits are not listed in these tables
An asterisk follows results filed as active; i = inactive; ? = inconclusive; . = no result given; [ ] = dose if it differs, or a comment. Unless noted, calls follow the shape of the dose curve; as a rule, active = well fitted curve in the direction sought with a large enough effect; inconclusive = small, poorly fitted or top-dose-only effect, or another doubt; inactive = no such curve, though single readings can be large; an effect the other way counts as inactive or inconclusive. Not all compounds are listed; count on the stated rates, not on these rows.

SMILES	D3 antag	Mm-Cpn inhibitor	D3 ag	pAkt inh	EPAC2 agonist	PTHR1 agonist	CCT chaperon mod	EPAC2 antagonist
CN(C)/C=C(/C(=O)c1ccccc1Cl)S(C)(=O)=O	-4.7	-6.0%	-16.5	i	20.4%	-13.8%	-6.7	3.8%
O=C(CSc1nnc(CNC(=O)c2ccccc2F)o1)Nc1ccc2c(c1)OCO2	-4.6	-0.5%	2.4	i	12.6%	-11.5%	-2.2	-0.3%
CN(c1ccccc1C(=O)Nc1ccc(S(=O)(=O)N2CCOCC2)cc1)S(C)(=O)=O	0.0	-0.1%	-11.1	i	-0.6%	i	-0.1	1.8%
O=C(NC(=S)NCc1ccc2c(c1)OCO2)c1ccccc1	13.0	1.0%	-5.1	i	15.0%	i	0.7	3.5%
CCc1nc(SCc2nnc(-c3ccc(C)cc3)o2)c2c(C)c(C)sc2n1	9.0	.	1.4	i	4.3%	-15.1%	3.3	-1.9%
CN1c2ccccc2N(C)C1c1ccc2c(c1)OCO2	-16.2	-4.4%	5.6	i	-7.0%	i	-0.4	10.4%
CC1CCCCN1Cc1cnc(Cl)s1 (stereo not given)	-11.9	-1.1%	-2.4	i	-5.1%	-8.3%	-8.3	4.7%
CC1(C)Cc2c(C#N)c(N3CCN(C(=O)c4ccccc4Cl)CC3)nc(-c3ccco3)c2CS1	4.2	-11.8%	2.0	i	-7.4%	i	1.0	-6.3%
Cc1ccc(S(=O)(=O)c2nc(C)oc2N2CCOCC2)cc1	9.3	-0.5%	7.2	i	3.1%	i	-1.2	0.0%
COc1ccc(Nc2c3c(c(C#N)c4nc5ccccc5n24)CCC3)cc1	0.0	-0.7%	0.3	i	-0.1%	i	-2.5	5.8%
COc1cccc(NC(=O)Nc2nnc([C@H]3C[C@H](O)[C@@H](CO)O3)s2)c1	0.0	.	-5.7	i	7.9%	-10.3%	-3.7	3.9%
CCN(CC(=O)Nc1ccccc1C(=O)OC)S(=O)(=O)c1ccc(OC)cc1	-4.2	1.8%	1.8	i	5.1%	-22.4%	-3.5	-1.8%
O=C(Nc1cc(C(F)(F)F)ccc1N1CCOCC1)c1cccc(F)c1	12.3	.	4.5	i	1.0%	-9.2%[57.5 µM]	-3.6	3.0%
CSc1ccc(/C=C/C(=O)N2CCCN(C)CC2)cc1	-7.5	-2.6%	-10.6	i	9.1%	i	-0.2	16.3%
Cc1ccc(CNC(=O)CSCc2cccc(F)c2)cc1	3.9	2.3%	-1.4	i	9.7%	i	-0.8	-10.7%
CCOC(=O)C1CCN(C(=O)COc2ccc3c(C)cc(=O)oc3c2)CC1	-8.1	-0.9%	5.8	i	13.0%	-1.9%	-2.8	3.6%
Cc1ccc(CNC(=O)c2cccc(S(C)(=O)=O)c2)cc1	-21.9	-1.6%	-10.4	i	8.0%	-4.1%[57.5 µM]	-1.1	10.9%
Cc1ccc(C)c(C(=O)COC(=O)c2ccccc2N2C(=O)C3C4CCC(C4)C3C2=O)c1 (stereo not given)	1.5	0.6%	2.7	i	6.6%	-4.5%[57.5 µM]	-15.4	-0.6%[57.1 µM]
COC(=O)COc1ccc(S(=O)(=O)N2CCN(c3ccccc3F)CC2)cc1C	-7.9	2.8%	7.2	i	15.3%	i	0.7	-15.4%
O=C1CCC/C1=c1\s/c(=C/c2cccnc2)c(=O)n1-c1ccccc1	-2.5	.	4.5	i	0.1%	-33.8%[inhibitor]	1.6	-0.1%
CCC1(C)NC(=O)N(CC(=O)N2CCC(Cc3ccccc3)CC2)C1=O (stereo not given)	-24.3	-2.0%	-2.3	i	7.4%	i	-1.3	-0.7%
COc1cccc(CN(C)C(=O)[C@@H](NC(=O)c2ccc(C)cc2)C(C)C)c1	1.1	1.3%	-14.5	i	14.8%	-12.7%	-2.7	-6.4%
Cc1cnc(C(=O)Nc2nccs2)cn1	18.7	1.3%	3.1	i	8.1%	-29.1%[57.5 µM]	-2.1	2.9%
Cc1cc(C)n(-c2ccc(S(=O)(=O)N3CCOCC3)cc2[N+](=O)[O-])n1	-6.5	0.1%	5.7	i	4.3%	i	1.6	-7.4%
O=C(NC(=S)NCc1ccccc1)c1cccc(Cl)c1	-24.7	0.9%	0.6	i	3.1%	-13.6%	0.4	-1.0%
The results go on:
SMILES	D3 antag	Mm-Cpn inhibitor	D3 ag	pAkt inh	EPAC2 agonist	PTHR1 agonist	CCT chaperon mod	EPAC2 antagonist
Cc1ccc(NC(=O)COc2ccc(/C(N)=N/O)cc2)cc1C	-27.1	-0.9%	-6.0	i	9.4%	9.1%	-3.9	9.6%
O=C(O)CCC(=O)Nc1ccccc1N1CCOCC1	34.5	0.2%	-0.7	i	6.7%	i	0.2	14.9%
COc1ccc(NS(=O)(=O)c2ccc(C)c(NC(=O)NC3CCCCC3)c2)cc1	14.1	0.1%	0.1	i	20.9%	-32.5%	-1.2	-8.8%
O=[N+]([O-])c1ccc(-n2nnnc2-c2ccccc2)cc1	1.7	0.5%	4.1	i	1.7%	-4.8%	1.1	8.4%[57.1 µM]
COC(=O)c1ccc(CSc2nc3ccccc3c(=O)n2CC(C)C)o1	0.0	-5.7%	-2.3	i	20.4%	i	-0.4	-7.4%
COc1ccc2c(c1)CCCC21SC(NC(C)=O)=NN1C(C)=O (stereo not given)	-8.1	0.4%	-8.6	i	-1.8%	-22.1%	0.7	21.0%
CC(C)NC(=O)N(C)C[C@H]1Oc2c(NC(=O)C3CC3)cccc2C(=O)N([C@H](C)CO)C[C@@H]1C	1.8	0.4%	0.0	i	0.9%	-5.3%	1.4	-5.0%
O=C(CC1C(=O)NCCN1Cc1cccc(F)c1F)NC1CCCCCC1 (stereo not given)	14.3	1.2%	2.3	i	-4.1%	i	-1.2	2.5%
C[C@@H]1CN([C@@H](C)CO)S(=O)(=O)c2ccc(C#Cc3cccc(F)c3)cc2O[C@H]1CN(C)S(=O)(=O)c1cn(C)cn1	18.6	.	-4.6	i	2.7%	-45.8%[inhibitor]	-6.2	-4.8%
CCN1C(=O)CC(C(=O)NCCc2ccc(S(N)(=O)=O)cc2)SC1=Nc1ccc(OC)cc1 (stereo not given)	8.7	-0.6%	6.8	i	14.4%	i	-3.1	2.7%
C[C@@H]1CN([C@H](C)CO)C(=O)c2cccc(NC(=O)Nc3ccc(C(F)(F)F)cc3)c2O[C@H]1CN(C)S(=O)(=O)c1cccs1	-15.0	2.5%	2.6	i	-9.9%	-91.6%[inhibitor]	-0.1	-4.5%
CCN1/C(=C/c2sc(-c3ccccc3C)c[n+]2C)Sc2ccccc21	1.6	-11.1%	7.8	i	1.7%	-44.7%[inhibitor]	0.0	8.3%
CCOC(=O)CCN(C(=O)Nc1ccccc1)C1CCCCC1	-8.3	.	-7.5	i	6.4%	i	-0.6	1.3%
C#CCNC(=O)C1=C[C@@H](C2CCCCC2)[C@H](CCCO)[C@@H](OCC)O1	-1.8	.	13.6	i	-6.8%	-23.4%	-0.7	-3.1%
COc1cc(/C=C2/C(=O)ON=C2C)cc(Cl)c1O	7.4	-0.4%	-5.0	i	6.1%	-33.0%	3.2	7.0%
O=C1/C(=C/c2cccc(Cl)c2)CSc2sccc21	-10.6	1.4%	2.3	i	11.2%	-49.8%[inhibitor]	1.0	-2.6%
COC(=O)C1=C(C)N(CCCC(=O)O)C(=O)NC1c1cccs1 (stereo not given)	-29.1	1.7%	-19.4	i	-3.7%	-9.4%	0.6	1.5%
Cc1cccc(NC(=O)c2nc[nH]c2C(=O)N(C)Cc2ccccc2)c1	6.1	-3.3%	8.0	i	8.4%	-29.9%	-2.9	-9.4%
O=C1N[C@@H](Cc2ccccc2)COC(=O)[C@@H](Cc2ccc(F)cc2)CC/C=C/C[C@H]1CC(=O)N(CCO)Cc1ccccc1	34.6	2.9%	12.4	i	1.4%	-21.0%	-1.9	-2.7%
CC(O)CNc1nc2c(c(=O)n(Cc3ccc(Br)cc3)c(=O)n2C)n1C (stereo not given)	4.8	1.6%	-6.0	i	0.3%	i	1.0	3.8%
COc1ccc(Nc2nc(-c3ccc(OC)cc3)c(CCC(=O)O)s2)cc1	-11.9	-0.7%	-12.8	i	2.0%	-3.4%	1.3	2.0%
Cc1cc(NC(=O)CSc2ccc(-c3nc4cc(C)c(C)cc4[nH]3)cn2)no1	?	-4.3%	-11.2	.	0.7%	-21.6%[57.5 µM]	1.9	14.7%
O=C(Cc1ccccc1)Nc1ccccc1C(=O)N1CCCCC1	-3.4	2.1%	1.8	i	9.2%	i	-3.9	1.7%
O=C(NCC(c1ccco1)N1CCN(c2ccccc2F)CC1)C(=O)NC1CCCC1 (stereo not given)	19.7	0.5%	36.0*	i	-1.0%	-28.8%	-0.6	27.2%
COc1ccc(CCNC(=O)c2ccc(S(=O)(=O)N3CCCCC3)cc2)cc1	11.4	0.8%	-1.9	i	0.1%	i	2.7	-4.9%
